RXFP1 ag: qHTS Assay for Agonists of the Relaxin Receptor RXFP1 | HEK293T-RXFP1 cAMP TR-FRET, 30 min; response scale: percent of porcine relaxin response, buffer zero | Potency, µM (top dose mostly 57.5 µM), inactives show at the top dose activation, most hits filed as activators | 370,000 tested, 0.3% active | AID 2676, 2010; also: % is scaled to controls: 0 for no effect and ±100 for the full control effect; nearly all actives have a fitted effect of over 60% in size; many of its hits are not listed in these tables
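cAMP rise read by TR-FRET after 30 min, 37C compound exposure (up to 58 uM) in RXFP1-transfected HEK293 cells with Ro 20174 present. EC50 from Hill-equation fits, with 29 nM porcine relaxin as 100% and buffer as basal.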
mIDH1 inhibitor: qHTS for Inhibitors of mutant isocitrate dehydrogenase 1 (IDH1): qHTS; Potency, µM (highest dose often 76.6 µM), for inactives: at the highest dose activity change, negative = inhibition, hits mostly inhibitors; 390,000 tested, 0.093% active; AID 602179, 2012; IDH1-R132H enzyme, NADPH consumption, diaphorase/resazurin fluorescence; also: % is scaled to controls: 0 for no effect and ±100 for the full control effect; nearly all actives have a fitted effect of over 65% in size
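IDH1-R132H (0.5 ug/mL dispensed) in pH 7.5 Tris buffer was preincubated 30 min with compound, then given a substrate mix of 0.016 mM NADPH and 2 mM alpha-KG for 80 min at room temperature; remaining NADPH was read by diaphorase/resazurin fluorescence.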
Vif-A3F inh: qHTS for Inhibitors of Vif-A3F Interactions: qHTS | HeLa A3F-eYFP + Vif (tagged APOBEC3F with the HIV-1 protein that degrades it), YFP fluorescence increase | Potency, µM (series often up to 46.1 µM), for the others: top-dose activity, negative = active | 390,000 tested, 0.2% active; also: % of control where 0% means no effect; nearly all actives have a fitted effect of over 65% in size
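HeLa cells stably expressing A3F-eYFP plus Vif, plated and incubated overnight at 37 deg C, then exposed to compounds overnight at 37 deg C. Blocked degradation read as raised yellow fluorescence (Ex 488/Em 500-530).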
Vif-A3G inh: qHTS for Inhibitors of Vif-A3G Interactions: qHTS | 410,000 tested, 0.076% active | AID 602310, 2012 | Potency, µM (top dose mostly 46.1 µM), for inactives: at the highest dose activity, negative = active, usual class: inhibitors | HeLa A3G-eYFP + Vif (tagged APOBEC3G with the HIV-1 protein that degrades it), YFP fluorescence, overnight | DNA dC->dU-editing enzyme APOBEC-3G (Homo sapiens), Q9HC16;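 also: % is scaled to controls: 0 for no effect and ±100 for the full control effect; nearly all actives have a fitted effect of over 60% in size; hits raise eYFP signal because A3G escapes Vif-driven loss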
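Read-out is eYFP fluorescence (Ex 488/Em 500-530) from Vif-expressing HeLa A3G-eYFP cells; more signal means A3G escaped Vif-mediated degradation. Cells plated overnight, compound pinned in, incubated overnight at 37 deg C.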
RGS4 inhibitor: Inhibitors of Regulator of G Protein Signaling (RGS) 4: qHTS | Transcreener GDP fluorescence polarization, RGS4-accelerated GTP hydrolysis | 390,000 tested, 0.039% active | Potency, µM (series often up to 114 µM), for the others: top-dose activity change, negative = inhibition, most hits filed as inhibitors | Regulator of G-protein signaling 4 (Homo sapiens), P49798 | AID 504845, 2011; also: % is scaled to controls: 0 for no effect and ±100 for the full control effect; nearly all actives have a fitted effect of over 75% in size; some results filed as inactive show a strong effect at the top dose
Target sequence (P49798 whole entry, looked up): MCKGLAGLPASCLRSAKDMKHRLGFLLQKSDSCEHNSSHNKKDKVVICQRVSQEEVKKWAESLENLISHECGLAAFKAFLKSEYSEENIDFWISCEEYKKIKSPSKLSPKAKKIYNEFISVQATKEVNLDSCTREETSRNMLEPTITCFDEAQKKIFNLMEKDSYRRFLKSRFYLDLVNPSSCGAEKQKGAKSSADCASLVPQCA
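MLSMR compounds (23 nl, pin-transferred) preincubated 10 min at room temperature with a 500nM (2x) first reagent, then RGS4 at 900nM (2x) plus Transcreener GDP mix added; fluorescence polarization (620/688 nm) read before and after 90 min at 30 °C.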
ALOX12 inh: Primary qHTS assay for inhibitors of human arachidonate 12S-lipoxygenase (ALOX12): Round 2; Polyunsaturated fatty acid lipoxygenase ALOX12 (Homo sapiens), P18054; purified 12hLO, xylenol orange hydroperoxide absorbance; 580,000 tested, 1.1% active; Potency, µM (highest dose often 108 µM), for the others: top-dose activity change, negative = inhibition, most hits filed as inhibitors; also: % is scaled to controls: 0 for no effect and ±100 for the full control effect
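Purified human 12hLO at 150 nM in 25 mM Hepes, 0.01% Triton X-100, pH 7.0, preincubated 15 min at room temperature with compound. Reaction started with 40 uM arachidonic acid, 30 min at room temperature. Hydroperoxide measured by Fe-xylenol orange, 573/405 nm absorbance ratio.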
TrxR1 substrate: qHTS Assay for Substrates of Mammalian Selenoprotein Thioredoxin Reductase 1 (TrxR1): qHTS; Thioredoxin reductase 1, cytoplasmic (Rattus norvegicus), O89049; purified TrxR1 substrate turnover, NADPH consumption readout; Potency, µM (series often up to 114 µM), for inactives: at the top dose activity change, negative = substrate turnover; 390,000 tested, 0.01% active; AID 588456, 2011; also: % is scaled to controls: 0 for no effect and ±100 for the full control effect; nearly all actives have a fitted effect of over 50% in size
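Rat TrxR1, dispensed at 90 nM, was prereduced with 400 uM NADPH (final) for 5 min at ~22 deg C, then incubated with compound 15 min before 400 uM selenite. A first-read NADPH fluorescence drop versus no-compound background flagged substrates.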
USP1 inh: Inhibitors of USP1/UAF1: Primary Screen. Ubiquitin carboxyl-terminal hydrolase 1 (Homo sapiens), O94782. AID 743255, 2014. Potency, µM (highest dose often 57.1 µM), inactives show at the top dose activity change, negative = inhibition, actives largely listed as inhibitors. recombinant USP1/UAF1, Ub-Rhodamine cleavage fluorescence. 390,000 tested, 0.23% active; also: % is scaled to controls: 0 for no effect and ±100 for the full control effect; nearly all actives have a fitted effect of over 60% in size; inactives centre near -12
Target sequence (O94782 whole entry, looked up): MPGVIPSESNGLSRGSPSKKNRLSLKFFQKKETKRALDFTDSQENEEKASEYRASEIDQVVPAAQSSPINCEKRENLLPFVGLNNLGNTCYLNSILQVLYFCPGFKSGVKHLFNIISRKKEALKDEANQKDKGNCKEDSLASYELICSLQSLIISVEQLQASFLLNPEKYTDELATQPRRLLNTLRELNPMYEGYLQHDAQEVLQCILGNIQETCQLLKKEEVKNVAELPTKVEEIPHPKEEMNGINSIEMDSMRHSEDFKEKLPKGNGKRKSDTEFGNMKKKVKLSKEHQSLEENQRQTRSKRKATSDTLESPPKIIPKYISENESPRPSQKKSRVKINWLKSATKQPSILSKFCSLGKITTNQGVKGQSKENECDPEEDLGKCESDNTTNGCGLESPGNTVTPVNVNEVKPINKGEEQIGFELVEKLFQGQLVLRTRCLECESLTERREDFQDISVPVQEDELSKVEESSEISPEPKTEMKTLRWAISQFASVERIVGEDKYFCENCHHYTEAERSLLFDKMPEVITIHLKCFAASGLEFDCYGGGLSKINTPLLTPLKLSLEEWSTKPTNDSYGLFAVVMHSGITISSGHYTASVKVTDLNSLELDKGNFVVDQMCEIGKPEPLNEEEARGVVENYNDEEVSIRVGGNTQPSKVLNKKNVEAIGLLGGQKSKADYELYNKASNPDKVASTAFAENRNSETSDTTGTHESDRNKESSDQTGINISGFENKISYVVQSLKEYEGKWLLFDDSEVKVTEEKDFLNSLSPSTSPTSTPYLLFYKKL
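USP1/UAF1 complex (1 nM) preincubated 15 min at room temperature with compound, then Ub-Rho substrate (150 nM final) added. Kinetic fluorescence at 480/540 nm over 6 reads at 60 s intervals; 50 mM HEPES pH 7.8, 0.5 mM EDTA, 0.1 mg/ml BSA, 1 mM TCEP, 0.01% Tween-20.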
TrxR1 inh: qHTS Assay for Inhibitors of Mammalian Selenoprotein Thioredoxin Reductase 1 (TrxR1): qHTS. 390,000 tested, 1% active. recombinant rTrxR1, NADPH fluorescence consumption, selenite substrate. Potency, µM (series often up to 114 µM), without a hit: at the highest dose activity change, negative = inhibition, usual class: inhibitors; also: % is scaled to controls: 0 for no effect and ±100 for the full control effect; nearly all actives have a fitted effect of over 65% in size
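Rat TrxR1 (90 nM in the dispensed reagent) was pre-reduced with 400 uM NADPH for 5 min at room temperature, then incubated with compound for 15 min. After 400 uM selenite was added, NADPH fluorescence (Ex 340/Em 450 nm) was followed for 8 min.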
Active calls of the source: *; ? = inconclusive; · = not tested or not shown; & = joins results of further samples; [ ] = remark or other dose. Calls follow the shape of the dose curve; as a rule, active = well fitted curve in the direction sought with a large enough effect; inconclusive = small, poorly fitted or top-dose-only effect, or another doubt; inactive = no such curve, though single readings can be large; an effect the other way counts as inactive or inconclusive. Potency is read from the fitted curve at half-maximal effect. Some of the compounds tested; the hit share may differ from the screen's.

SMILES	RXFP1 ag	mIDH1 inhibitor	Vif-A3F inh	Vif-A3G inh	RGS4 inhibitor	ALOX12 inh	TrxR1 substrate	USP1 inh	TrxR1 inh
CC(C(=O)Nc1ccccc1Oc1ccccc1)c1ccccc1 (configuration not stated)	-0.8%	10%	0%	0%	-21%	2%	-6%	-23%	5%
CC(C)(C)C(=O)OCc1cc(=O)n2nc(C3CCCCC3)sc2n1	6.2%	9%	-12%	4%	-27%	-17%	1%[57.1 µM]	-22%	13%[57.1 µM]
Cc1nnc(SCc2nnc(-c3ccccc3Br)o2)n1-c1ccccc1	1.9%	-2%	0%	-5%	1%	5%	9%	-12%	20%
CN(C1CCCCC1)S(=O)(=O)c1ccc2c(c1)c(=O)c(C(=O)N1CCN(c3ccccc3F)CC1)cn2C	0.7%	-15%	-4%	2%	1%	-19%	6%	-23%	25%
Cc1nn(-c2ccc(F)cc2)c(C)c1NS(=O)(=O)c1ccc2ccccc2c1	1.2%	4%	-1%	-19%	-3%	0%	-2%	-24%	11%
CCN(CC1CCCN(CCc2cccc(OC)c2)C1)C(=O)C=C(C)C (configuration not stated)	-1.0%	0%	0%	0%	-21%	?	5%	-21%	24%[11.4 µM]
CNC(=O)N(O)C1N(NC(=O)Nc2ccccc2)C(=S)SC1(C)C (configuration not stated)	·	-2%	-8%	1%	8%	0%	-5%	-12%	3%
Cc1ccccc1Cn1cnc2c(oc3ccccc32)c1=O	-0.3%&-1.1%	16%&14%	1%&4%	0%&-7%	17%&-20%	336%&-18%[activator]	8%[57.1 µM]	-22%&-23%	32%[57.1 µM]
CN(C)S(=O)(=O)Nc1cccc(-c2cn3c(n2)SCC3)c1	-3.5%	-16%	-1%	1%	8%	-10%	-1%	-8%	20%
Cc1ccc(C2CC(=O)n3nc(-c4ccc(Cl)cc4)nc3S2)cc1 (configuration not stated)	1.5%	-23%	-10%	-3%	11%	?	3%	14%	11%
N#Cc1cc2c(nc1Cl)CCCC2	1.9%	7%	4%	-1%	-15%	-11%	2%	-15%	3%
CSc1ccccc1C(=O)NCCS(=O)(=O)N1CCN(c2ccc(F)cc2)CC1	0.9%	3%	-1%	0%	-33%	?	-10%	-13%	-4%

Structural class: the compounds so far with an aryl thioether with sulfur outside any ring (2)
SMILES	RXFP1 ag	mIDH1 inhibitor	Vif-A3F inh	Vif-A3G inh	RGS4 inhibitor	ALOX12 inh	TrxR1 substrate	USP1 inh	TrxR1 inh
Cc1nnc(SCc2nnc(-c3ccccc3Br)o2)n1-c1ccccc1	1.9%	-2%	0%	-5%	1%	5%	9%	-12%	20%
CSc1ccccc1C(=O)NCCS(=O)(=O)N1CCN(c2ccc(F)cc2)CC1	0.9%	3%	-1%	0%	-33%	?	-10%	-13%	-4%

Next structures
SMILES	RXFP1 ag	mIDH1 inhibitor	Vif-A3F inh	Vif-A3G inh	RGS4 inhibitor	ALOX12 inh	TrxR1 substrate	USP1 inh	TrxR1 inh
O=c1cc(O)nc(-c2ccccc2)s1	-0.4%	-7%	-40%	-4%	-45%	?	4%[57.1 µM]	-14%	10%[57.1 µM]
CC1CCCN(C(=O)c2ccc(NS(=O)(=O)c3ccc4[nH]c(=O)[nH]c4c3)cc2)C1 (configuration not stated)	-0.5%	2%	-25%	0%	-1%	-43%	3%	-12%	13%
CCn1c(/C=C/N(C)c2ccccc2)[n+](CC)c2ccc(Cl)cc21	1.1%	2%	-2%	4%	-15%	?	-1%	4%	4%
COc1cc(/C=C/C(=O)OCC(=O)Nc2ccc(S(N)(=O)=O)cc2)ccc1O	0.4%	0%	0%	0%	6%[11.4 µM]	-30%	0%	?	-22%
O=C(NC(=S)Nn1cnnc1)c1ccccc1Cl	2.9%	3%	?	11%	-50%	?	0%	-25%	-1%
COc1ccc(-c2c(C)c3ccc(O)c(CN4CCOCC4)c3oc2=O)cc1OC	13%	-10%	0%	-1%	-3%	1%	93%[activator][57.1 µM]	-36%	-32%[57.1 µM]
Cc1oc(-c2ccccc2F)nc1CS(=O)(=O)CC(=O)NCCCN1CCN(C)CC1	-0.2%	-5%	-2%	0%	-1%	-9%	2%	-7%	1%
CCN(CC)C(=O)CN1C(=O)NC2(CCc3ccccc3C2)C1=O (configuration not stated)	4.1%	1%	-7%	4%	-3%	-1%	-2%	-12%	16%
Cc1ccc(S(=O)(=O)n2nc(OC(=O)c3c(F)cccc3Cl)cc2N)cc1	2.1%	4%	11%	-5%	-11%	?	-1%[57.1 µM]	-14%	2%[57.1 µM]
O=C(NCCc1ccccc1F)c1ccc2c(c1)OCCO2	0.0%	2%	1%	5%	-35%	-13%	-2%	-19%	5%
O=C(N/N=C/c1cc2cc3c(cc2nc1Cl)OCO3)c1ccncc1	-0.9%	-13%	0%	4%	-24%	0%	34%[activator]	-6%	10%
CCOc1ccc(S(=O)(=O)NCCC(=O)NC2CCC(C)CC2)cc1 (configuration not stated)	·	1%	-11%	-4%	-10%	0%	1%[2.29 µM]	7%	11%[2.29 µM]
O=C(NCc1ccc2c(c1)OCO2)C1CCN(c2ccc(S(=O)(=O)N3CCCC3)cc2)CC1	0.5%	-2%	0%	-4%	39%	22%	-1%	-17%	5%
O=C(CCC1N=C2c3ccccc3N=C(SCC(=O)Nc3ccccc3F)N2C1=O)NCc1ccco1 (configuration not stated)	9.4%	3%	1%	1%	-4%	3%	8%	-13%	10%
COc1cc(/C=N/S(=O)(=O)CCc2ccccc2)cc(OC)c1O	0.9%	0%	-11%	-1%	-18%	-18%	-10%	-3%	-8%
O=C(Nc1ccc(F)cc1)N1CCC(c2nc3c(nnn3Cc3ccccc3Cl)c(=O)[nH]2)CC1	2.8%	-8%	1%	-2%	-16%	0%	9%[57.1 µM]	-21%	19%[57.1 µM]
Cc1cc(CN(C)C(=O)c2ccc3nc(Cc4ccccc4F)oc3c2)on1	-0.1%	-13%	1%	3%	18%	79%[activator]	-3%	-4%	8%
O=c1cc(C2CCCCC2)[nH]c(=O)[nH]1	·	-2%	3%	-2%	-13%	-4%	4%	-13%	11%
CCCn1c(Cc2ccccc2)nnc1SC(C)C(=O)NC1CC1 (configuration not stated)	1.2%	1%	1%	-3%	0%	11%	-3%	-21%	-5%
CC(=O)O[C@H]1C[C@@]2(O)[C@@H](OC(=O)c3ccccc3)C3[C@@](C)([C@@H](O)C[C@H]4OC[C@@]34OC(C)=O)[C@@H](O)[C@H](OC(C)=O)C(=C1C)C2(C)C (some centres not stated)	0.5%	2%	-7%	?	1%	15%	-1%	-5%	11%
CN(C)c1cccc2c1c(NC(=O)Nc1ccc(F)cc1F)nn2C	3.4%	12%	1%	0%	-4%	?	0%	-24%	15%
CCc1ccc(NC(=O)C(C)Oc2nnc(-c3cccs3)c(-c3cccs3)n2)cc1 (configuration not stated)	2.5%	5%	-1%	-15%	-37%	132%[activator]	5%	-24%	19%[57.1 µM]
COc1ccc(C(=O)N(Cc2ccccc2)c2cccc(C)c2)cc1	11%	7%	1%	-8%	16%	44%[activator]	1%	-24%	35%
CCN(C[C@H]1N[C@@](Cc2ccccc2)(C(=O)OC)[C@H]2C(=O)N(Cc3ccccc3)C(=O)[C@@H]12)C(=O)c1ccccc1	·	-4%	0%	-2%	4%	?	0%	-22%	13%
CCCCOc1cccc(C(=O)Nc2ccc(S(=O)(=O)Nc3nnc(CC)s3)cc2)c1	3.4%	-8%	8%	-8%	4%	?	-7%	-26%	4%
CNC(=O)c1cnc2sc(N3CCCCCC3)nn2c1=O	9.8%	-10%	-1%	-3%	2%	-17%	101%[activator][57.1 µM]	-27%	-7%[57.1 µM]
O=C(NCCC1=CCCCC1)c1ccc(F)cc1	-0.2%	4%	-3%	0%	-16%	1%	-10%	-4%	0%
C=CCn1c(C)c(C(C)=O)c(N2CCN(C(c3ccccc3)c3ccccc3)CC2)nc1=S	-0.6%	-1%	-15%	-2%	-4%	-6%	1%[57.1 µM]	-22%	0%[57.1 µM]
O=C1C2CC=CCC2C(=O)N1Cc1ccccc1 (configuration not stated)	-0.6%	-2%	-5%	0%	8%	6%	6%	?	1%
CCc1c(C)nc2ncnn2c1NCCc1ccc(Cl)cc1	1.8%	16%	0%	0%	-8%	-7%	5%[57.1 µM]	-16%	17%[57.1 µM]
COc1ccc(S(=O)(=O)NNC(=O)c2sccc2-n2cccc2)cc1	1.5%	0%	9%	0%	-7%	13%	2%	-2%	15%[57.1 µM]
CCOC(=O)/C(C#N)=C1\Nc2ccccc2N=C1N(CC(C)C)CC(C)C	-0.1%	10%	-15%	1%	0%	-10%	15%	?	21%

Source: PubChem BioAssay (National Center for Advancing Translational Sciences (NCATS))
